Bioassay records: PubChem BioAssay, Sanford-Burnham Center for Chemical Genomics
TAG inh: inhibitors of triacylglycerol accumulation, primary screen, cell-based, uHTS, fluorescence, H9c2; H9c2 cells, Nile Red lipid (TAG) fluorescence; cells loaded with 200 µM oleic acid; inhibition, % at 12.5 µM; 0.66% of 230,000 active; AID 651582, 2012;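 active = pattern-corrected inhibition of lipid staining of at least 50% with the nuclear-stain viability signal not falling by more than 50%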;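 also: 0% = DMSO wells and 100% = triacsin C control wells; some results filed as inactive read as strong as hits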
TAG inh DAPI viability: also measured in TAG inh; calls as there; DAPI nuclei signal change (viability), lower = more cytotoxic, %;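 whole-well DAPI fluorescence read on a plate reader as a viability signal; minus 50 percent equals half of cells still viable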
Active calls of the source: *.

Screening CC(C(=O)Nc1ccc(S(=O)(=O)N2CCCC2)cc1)N(C)CC(=O)Nc1cccc(F)c1 (configuration not stated) returned TAG inh 6 and TAG inh DAPI viability -9.
For Cc1ccc(C(=O)NC(Cc2c[nH]c3ccccc23)C(=O)O)o1 (configuration not stated) the results were TAG inh -5 and TAG inh DAPI viability -5.
Screening Brc1cnc2nc(SC/C=C/c3ccccc3)[nH]c2c1 returned TAG inh -8 and TAG inh DAPI viability 1.
CS(=O)(=O)N1CCC(Oc2cccc(C(=O)NCCCC3CCCC3)c2)CC1 was read as TAG inh -18 and TAG inh DAPI viability 1.
For COc1cc(/C=N/NC(=O)c2cccc([N+](=O)[O-])c2)cc(OC)c1O the results were TAG inh -6 and TAG inh DAPI viability 7.
For CCn1c(=N)n(CC(=O)c2ccc(OC)cc2)c2ccccc21 the results were TAG inh 33 and TAG inh DAPI viability -3.
`CNC(=S)NC(CC(=O)OC)c1ccc2c(c1)OCO2` (configuration not stated) gave TAG inh -5 and TAG inh DAPI viability -1.
For COc1cc(OC)cc(-c2sc3ccc(OC)cc3c2C#CCCO)c1 the results were TAG inh -5 and TAG inh DAPI viability 1.
For O=C(O)CN(c1cccc(C(F)(F)F)c1)S(=O)(=O)c1ccccc1 the results were TAG inh -11 and TAG inh DAPI viability 0.
Screening COc1ccc(NC(=O)NC(C)c2ccc3c(c2)OCO3)cc1OC (configuration not stated) returned TAG inh -22 and TAG inh DAPI viability 8.
`CC1=NOC(=O)/C1=C\c1ccc2c(c1)OCO2` gave TAG inh 6 and TAG inh DAPI viability -6.
For Cc1noc(C)c1C(=O)Nc1ccc2ccccc2c1 the results were TAG inh -27 and TAG inh DAPI viability 5.
For NC(=NC(=O)c1ccccc1)N1N=CCC1c1ccccc1 (configuration not stated) the results were TAG inh 11 and TAG inh DAPI viability 2.
Screening COCC(C)n1c(-c2ccc3c(c2)NC(=O)CO3)csc1=Nc1ccc(OC(F)F)cc1 (configuration not stated) returned TAG inh 4 and TAG inh DAPI viability -2.
For Cc1cccc(C)c1NC(=O)CNC(=O)c1cn(-c2ccccc2)nc1-c1ccccc1 the results were TAG inh -10 and TAG inh DAPI viability 4.
For Cn1c(=O)c2[nH]c(=O)cnc2n(C)c1=S the results were TAG inh 10 and TAG inh DAPI viability 3.
Screening Cc1cc(C(=O)NNC(=O)COc2c(C)cc(Br)cc2C)n[nH]1 returned TAG inh 22 and TAG inh DAPI viability -7.
For CCC(C)c1ccccc1N1CC(C(=O)N(C)CC(=O)Nc2cccc(F)c2)CC1=O (configuration not stated) the results were TAG inh 2 and TAG inh DAPI viability -4.
For O=C(CN1C(=O)c2ccccc2S1(=O)=O)c1ccc(O)c(O)c1 the results were TAG inh 2 and TAG inh DAPI viability -3.
Screening CCc1noc(C)c1C(=O)N1CCN(S(=O)(=O)c2ccc(Cl)cc2)CC1 returned TAG inh 9 and TAG inh DAPI viability -4.
`Oc1ccc(C[C@H]2CNC(=S)N2CC2CCCN2C[C@H](Cc2ccc(O)cc2)N2C[C@H](Cc3ccccc3)N(CC3CCCCCC3)C2=S)cc1` (some centres not stated) gave TAG inh 23 and TAG inh DAPI viability 16.
For CC(C)(CC(=O)O)CC(=O)Nc1ccc(Oc2ccc(C(C)(C)C)cc2)nc1 the results were TAG inh -26 and TAG inh DAPI viability 15.
Screening COc1cccc(N2CCN(C3CC(=O)N(c4ccc(Cl)c(Cl)c4)C3=O)CC2)c1 (configuration not stated) returned TAG inh -12 and TAG inh DAPI viability 0.
For CC(C)(C)C(=O)NC(=S)Nc1ccccn1 the results were TAG inh -5 and TAG inh DAPI viability 1.
For O=C(N/N=C/c1ccco1)c1cc(Br)ccc1OCc1ccccc1 the results were TAG inh -18 and TAG inh DAPI viability 2.
Screening Cc1ccc(CN2C(=O)CC(Nc3ccc(N4CCOCC4)cc3)C2=O)cc1 (configuration not stated) returned TAG inh -3 and TAG inh DAPI viability -6.
For COC(=O)c1ccc(CN2CCC(n3nccc3NC(=O)C3CC3)CC2)cc1 the results were TAG inh 10 and TAG inh DAPI viability 4.
Screening O=C(CSc1nc2nn(-c3ccccc3)c(=O)c-2c2n1CCCCC2)NCCCc1ccccc1 returned TAG inh 15 and TAG inh DAPI viability -11.
`Cc1cccc(NC(=S)N2CCCC(c3nc4ccccc4[nH]3)C2)c1` (configuration not stated) gave TAG inh -8 and TAG inh DAPI viability 10.
For CCC(CC)C(=O)NCc1ccc(Cl)cc1 the results were TAG inh -30 and TAG inh DAPI viability 2.
COCCNC(=O)C(=O)NNS(=O)(=O)c1ccc(Cl)cc1 was read as TAG inh 1 and TAG inh DAPI viability 7.
`C/C(=N\NC(=O)c1cccc(S(=O)(=O)N2CCCC2)c1)c1ccc(C)cc1` gave TAG inh 5 and TAG inh DAPI viability 4.
`CCOC(=O)C1=C(COC(=O)/C=C/c2ccc(C)o2)NC(=O)NC1C` (configuration not stated) gave TAG inh 8 and TAG inh DAPI viability -5.
Screening O=C(Nc1nc2ccc3ccccc3c2s1)c1ccc(N2CCCCC2)c([N+](=O)[O-])c1 returned TAG inh 11 and TAG inh DAPI viability 2.
For CCOC(=O)N1CCN(c2nnnn2-c2ccccc2)CC1 the results were TAG inh 8 and TAG inh DAPI viability -3.
O=C(CSc1nc2ncc(Cl)cc2[nH]1)N1CCOCC1 was read as TAG inh 4 and TAG inh DAPI viability 4.
For CC1=NN(c2ccc([N+](=O)[O-])cc2)C(=O)C1 the results were TAG inh 19 and TAG inh DAPI viability 6.
Screening CC(=O)OCC(=O)NCc1ccc2c(c1)OCO2 returned TAG inh 13 and TAG inh DAPI viability -19.
`CCOCCCNC(=O)C(NC(=O)CC1NC(=O)NC1=O)c1ccc(Cl)cc1` (configuration not stated) gave TAG inh -8 and TAG inh DAPI viability 0.
For COc1ccc(CCNC(=O)c2cccc(S(=O)(=O)N3CCCCC3)c2)cc1 the results were TAG inh -17 and TAG inh DAPI viability 11.
Screening COc1ccccc1NC(=O)CSc1nnc(-c2ccncc2)o1 returned TAG inh -4 and TAG inh DAPI viability 2.
Screening COc1ccc(-c2noc(C3CCCN(C(=O)Nc4ccccc4F)C3)n2)cc1 (configuration not stated) returned TAG inh 10 and TAG inh DAPI viability -3.
For O=c1c(=O)n2c(nn1Cc1ccc(F)cc1)sc1ccccc12 the results were TAG inh -2 and TAG inh DAPI viability 2.
CCOC(=O)C1CCCN(C(=O)c2cccs2)C1 (configuration not stated) was read as TAG inh -4 and TAG inh DAPI viability 3.
O=C(COC(=O)/C=C/c1ccc(OC(F)F)cc1)Nc1cccc(S(=O)(=O)N2CCOCC2)c1 was read as TAG inh -8 and TAG inh DAPI viability 4.

Not a retest: an excerpt of the list.
For CC1=NN(c2ccc([N+](=O)[O-])cc2)C(=O)C1 the results were TAG inh 19 and TAG inh DAPI viability 6.
Screening CC(=O)OCC(=O)NCc1ccc2c(c1)OCO2 returned TAG inh 13 and TAG inh DAPI viability -19.
`CCOCCCNC(=O)C(NC(=O)CC1NC(=O)NC1=O)c1ccc(Cl)cc1` (configuration not stated) gave TAG inh -8 and TAG inh DAPI viability 0.
For COc1ccc(CCNC(=O)c2cccc(S(=O)(=O)N3CCCCC3)c2)cc1 the results were TAG inh -17 and TAG inh DAPI viability 11.
Screening COc1ccccc1NC(=O)CSc1nnc(-c2ccncc2)o1 returned TAG inh -4 and TAG inh DAPI viability 2.

Pulled one by one from the list above (three):
For O=c1c(=O)n2c(nn1Cc1ccc(F)cc1)sc1ccccc12 the results were TAG inh -2 and TAG inh DAPI viability 2.
`CCOC(=O)C1=C(COC(=O)/C=C/c2ccc(C)o2)NC(=O)NC1C` (configuration not stated) gave TAG inh 8 and TAG inh DAPI viability -5.
Screening CC(=O)OCC(=O)NCc1ccc2c(c1)OCO2 returned TAG inh 13 and TAG inh DAPI viability -19.

The list continues:
Screening COc1ccc(C(CCN2CCOCC2)c2c(OC)cc(OC)c3c(-c4ccccc4)cc(=O)oc23)cc1 (configuration not stated) returned TAG inh 15 and TAG inh DAPI viability 7.
Screening CN(C(=O)COC(=O)COc1ccc(Cl)cc1)C1CCCCC1 returned TAG inh 0 and TAG inh DAPI viability -4.
For COC(=O)Nc1ccc(S(=O)(=O)NC2CCS(=O)(=O)C2)cc1 (configuration not stated) the results were TAG inh -9 and TAG inh DAPI viability 5.
C(=NN1CCCCCC1)c1cccc2ccccc12 was read as TAG inh -3 and TAG inh DAPI viability 1.
For CCN(CC)C(=O)CC(c1ccc(N(C)C)cc1)c1c(OC)cc(OC)c2ccc(=O)oc12 (configuration not stated) the results were TAG inh -2 and TAG inh DAPI viability -4.
Screening COC(=O)[C@@]12CCCN1[C@H](c1ccc(-c3ccc(OC)cc3)c(OC)c1)[C@@H]1C(=O)N(C)C(=O)[C@@H]12 returned TAG inh 41 and TAG inh DAPI viability 0.
Screening COc1ccc(C(=O)Nc2ccc3oc(-c4cccc(F)c4)nc3c2)cc1OC returned TAG inh 19 and TAG inh DAPI viability 9.
For CCN1C[C@@H]2[C@@H]3C(=O)N(C)C(=O)[C@@H]3[C@](C)(C1=O)N2C(=O)c1ccccc1 the results were TAG inh 4 and TAG inh DAPI viability 8.
`CCn1c(SCC(=O)Nc2ccc(OC)cc2)nc2c(c1=O)SCC2` gave TAG inh -3 and TAG inh DAPI viability 2.
CN(CC1COc2ccccc2O1)C(=O)CCNS(=O)(=O)c1ccc(F)c(Cl)c1 (configuration not stated) was read as TAG inh -7 and TAG inh DAPI viability 13.
Screening CCCn1nc(NC(=O)c2ccco2)c2cc3cc(C)ccc3nc21 returned TAG inh 4 and TAG inh DAPI viability 3.
O=C(/C=C/Nc1cccc(C(F)(F)F)c1)c1ccco1 was read as TAG inh -15 and TAG inh DAPI viability 9.
`CN(C)/C=C/C(=O)c1ccc(F)cc1F` gave TAG inh 17 and TAG inh DAPI viability -4.
For CCNC(=O)NC(=O)CSc1nc2ccccc2n1CCOC the results were TAG inh -5 and TAG inh DAPI viability 4.
`O=C(Nn1cnc2ccccc2c1=O)c1cccc(Cl)c1` gave TAG inh 0 and TAG inh DAPI viability -8.

Entries shown so far containing bromine, in the order listed:
Screening Brc1cnc2nc(SC/C=C/c3ccccc3)[nH]c2c1 returned TAG inh -8 and TAG inh DAPI viability 1.
Screening Cc1cc(C(=O)NNC(=O)COc2c(C)cc(Br)cc2C)n[nH]1 returned TAG inh 22 and TAG inh DAPI viability -7.
For O=C(N/N=C/c1ccco1)c1cc(Br)ccc1OCc1ccccc1 the results were TAG inh -18 and TAG inh DAPI viability 2.

Later entries.
`CNC(=O)Nc1cc(NC(=O)NC)cc(C(F)(F)F)c1` gave TAG inh 9 and TAG inh DAPI viability -5.
For COC(=O)c1ccccc1NC(=O)CCS(=O)(=O)c1cc2c(cc1C)NC(=O)CO2 the results were TAG inh 11 and TAG inh DAPI viability -7.
`COc1ccccc1/C=C(/C(=O)OCC(=O)N(C)Cc1ccccc1)c1ccccc1` gave TAG inh 3 and TAG inh DAPI viability 4.
CC1CCC(NC(=O)CSc2nnnn2C)CC1 (configuration not stated) was read as TAG inh 9 and TAG inh DAPI viability -7.
For NS(=O)(=O)c1ccc(Sc2nc3ccccc3s2)c([N+](=O)[O-])c1 the results were TAG inh 6 and TAG inh DAPI viability 1.
Screening O=c1[nH]c2ccc(Cl)cc2c(=O)n1Cc1ccco1 returned TAG inh 1 and TAG inh DAPI viability -4.
O=C(COc1ccc(F)c(Cl)c1)Nc1ccc(N2CCOCC2)cc1 was read as TAG inh 11 and TAG inh DAPI viability 4.
`O=C(CN1CCN(C/C=C/c2ccccc2)CC1)Nc1cc([N+](=O)[O-])ccc1Cl` gave TAG inh -10 and TAG inh DAPI viability 20.
For COc1ccc(NC(=O)c2cccc(S(=O)(=O)N3CCCC3)c2)cc1OC the results were TAG inh 3 and TAG inh DAPI viability 7.
CC(CCN1C(Nc2ccccc2)=NC[C@@H]1Cc1ccccc1)c1ccccc1 (some centres not stated) was read as TAG inh 22 and TAG inh DAPI viability 1.
Screening O=C(COC(=O)c1ccco1)Nc1ccc2[nH]c(=O)[nH]c2c1 returned TAG inh -18 and TAG inh DAPI viability 10.
Screening Cc1ccc(C(=O)NCCN2CCOCC2)cc1C returned TAG inh 14 and TAG inh DAPI viability -4.
For COc1ccc(NC(=O)CN2CCN(c3ccccc3Cl)CC2)cc1 the results were TAG inh 8 and TAG inh DAPI viability -1.
COc1ccc(Cl)cc1NC(=O)CN1C(=O)NC(Cc2c[nH]c3ccccc23)C1=O (configuration not stated) was read as TAG inh 24 and TAG inh DAPI viability -5.
CCN(Cc1ccncc1)C(=O)c1cc(COc2ccc(F)cc2Cl)on1 was read as TAG inh 12 and TAG inh DAPI viability -5.
Cc1ccc([N+](=O)[O-])c(OCCn2cnc3ccccc32)c1 was read as TAG inh -8 and TAG inh DAPI viability 8.
Cc1ccc(CNS(=O)(=O)c2cc3c4c(c2)CCN4C(=O)CC3)cc1 was read as TAG inh -17 and TAG inh DAPI viability -1.
Cc1[nH]n(-c2ccccc2)c(=O)c1/C=N/n1c(C)nc2ccccc2c1=O was read as TAG inh 17 and TAG inh DAPI viability 1.
Screening COc1cccc(CN2CCN(Cc3ccc(OC)c(OC)c3)CC2CCO)c1 (configuration not stated) returned TAG inh -2 and TAG inh DAPI viability 3.
COc1cc(C)c(C(C)C)cc1S(=O)(=O)n1cnc(C)c1 was read as TAG inh 14 and TAG inh DAPI viability -18.
Screening Cc1ccc(CNC(=O)COC(=O)CCOc2ccc(C)cc2)cc1 returned TAG inh -3 and TAG inh DAPI viability -4.
Cn1c(CSCC(=O)Nc2ccccc2)nnc1SCc1ccccc1 was read as TAG inh -9 and TAG inh DAPI viability 6.
`CCOC(=O)c1c(C)nc2sc3c(c2c1-c1ccc(OC)cc1)NC(c1ccc(OC)cc1)NC3=O` (configuration not stated) gave TAG inh -13 and TAG inh DAPI viability 3.
CN(C(=O)c1cccnc1)c1nc(-c2ccccc2)cs1 was read as TAG inh 13 and TAG inh DAPI viability -12.

These rows are one share of the data; count on the stated rates, not on these rows.
